Source: PubChem
DNMT1 inh: blocks human DNA methyltransferase DNMT1 | inhibition (reported as % activation of signal), % at 10 µM | 360,000 tested, 0.83% active | AID 588458 | DNMT1 molecular beacon, Hinp1I cleavage, fluorescence | P26358; in the data active = inhibition above about 50%
Neddyl block: cullin neddylation inhibition. P61081+Q13564. TR-FRET cullin neddylation, biochemical. calls only at 25 µM. 360,000 tested, 0.58% active; in the data active = inhibition above about 36%
NadD inh: inhibitors of Staphylococcus aureus NadD; purified NadD enzyme, colorimetric absorbance read-out; inhibition, % at 20 µM; 360,000 tested, 0.78% active; AID 602399; in the data active = inhibition above about 26%; also: some compounds past the cut are filed as inactive
SUMO1 PPI mod: alters human SUMO1 binding to SIM partners | SUMO1 binding to a labelled peptide, TR-FRET, 1 h | inhibition, % at 20 µM | 360,000 tested, 0.33% active | AID 602429; in the data active = inhibition above about 37%
Target sequence (P63165 whole entry, looked up): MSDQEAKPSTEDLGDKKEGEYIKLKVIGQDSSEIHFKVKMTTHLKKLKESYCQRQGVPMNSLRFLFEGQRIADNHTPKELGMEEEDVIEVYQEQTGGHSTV
Rpn11 block: blocks the human proteasome subunit Rpn11; AID 588493; O00487; human 26S proteasome, Ub4-pepOG fluorescence polarization; 20S core pre-blocked with epoxomicin; calls only at 20 µM; 360,000 tested, 0.59% active;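 active = inhibition at 20 µM, scaled to each plate's controls, above about 33%, limit read from the data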
STEP block: blocks human striatal-enriched tyrosine phosphatase; recombinant STEP, OMFP fluorogenic substrate, fluorescence; 360,000 tested, 0.25% active; P54829; inhibition, % at 20 µM;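 active = inhibition at 20 µM, scaled per plate between control wells, above about 37%, limit read from the data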;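 also: 0% = DMSO with enzyme and substrate and 100% = substrate only without enzyme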
Target sequence (P54829 whole entry, looked up): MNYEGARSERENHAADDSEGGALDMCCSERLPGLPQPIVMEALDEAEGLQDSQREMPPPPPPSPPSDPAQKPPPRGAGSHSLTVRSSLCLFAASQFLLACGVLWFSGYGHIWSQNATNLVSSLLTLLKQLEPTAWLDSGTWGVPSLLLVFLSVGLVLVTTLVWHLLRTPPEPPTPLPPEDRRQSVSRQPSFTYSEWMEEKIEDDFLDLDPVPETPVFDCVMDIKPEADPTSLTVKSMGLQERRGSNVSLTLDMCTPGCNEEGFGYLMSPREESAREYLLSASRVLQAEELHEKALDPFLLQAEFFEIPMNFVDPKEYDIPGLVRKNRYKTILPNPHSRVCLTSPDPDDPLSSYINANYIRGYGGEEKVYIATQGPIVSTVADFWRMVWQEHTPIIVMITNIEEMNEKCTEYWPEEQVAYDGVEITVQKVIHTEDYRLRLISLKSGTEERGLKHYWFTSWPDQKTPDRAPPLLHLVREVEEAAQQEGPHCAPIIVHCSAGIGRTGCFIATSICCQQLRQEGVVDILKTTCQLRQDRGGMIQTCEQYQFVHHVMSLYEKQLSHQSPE
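Material: STEP (striatal-enriched tyrosine phosphatase) enzyme, cell-free; Compound dosing: 20 µM single dose in 1% DMSO; Technique: fluorescence read at 480 nm ex / 540 nm em; Times: reaction 20 min, ambient temperature; Medium: 50 mM Bis-Tris pH 6.0 with 2.5 mM DTT and 0.005% Tween 20; Also added: OMFP at 25 µM.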
Scp1 inh: Scp-1 (human) phosphatase inhibition. Recombinant Scp1, phosphopeptide, malachite green phosphate absorbance. inhibition, % at 20 µM. 340,000 tested, 0.88% active;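 active = inhibition above about 50% at 20 µM, limit read from the data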;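 also: plate controls were DMSO wells with enzyme for no effect and wells lacking enzyme for full effect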
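System: SCP-1 catalytic domain; Reagent: Phospho 17-mer peptide substrate; Doses: one concentration, 20 µM, with 1.0% DMSO; Incubation: 45 min room-temperature reaction, 5 min colour, 30 min stabiliser; Signal: Phosphate-binding colour reagent, absorbance read at 630 nm.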
LMPTP block: LMPTP (human) inhibition; inhibition, % at 20 µM; 360,000 tested, 0.22% active; recombinant LMPTP-A, OMFP fluorogenic substrate, fluorescence intensity; P24666; AID 651560;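 active = compounds that cut the enzyme signal by at least half of the control window in the single-dose screen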;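 also: plate controls were DMSO wells with enzyme plus substrate for no effect and substrate without enzyme for full effect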
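test system = LMPTP-A | amount = 0.625 nM LMPTP-A final | reagent = fluorogenic phosphatase substrate OMFP at 400 µM final | incubation = 50 min at room temperature | benchmarks = no-enzyme low control, uninhibited high control | medium = Bis-Tris pH 6.0, DTT, detergent | signal = fluorescence intensity of OMFP turnover product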
CSN deneddyl inh: inhibitors of human CSN-mediated cullin deneddylation | Purified CSN, SCF-Nedd8-OG deneddylation, fluorescence polarization | inhibition, % at 12.5 µM | 360,000 tested, 0.38% active | AID 651999;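 active = pattern-corrected inhibition above about 35%, with an unprinted fluorescence ratio check between 0.5 and 1.5, limit read from the data, passing the limit was not always enough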;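 also: 0% = enzyme with substrate and 100% = substrate without enzyme; some results filed as inactive read as strong as hits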
Target sequence (Q92905 whole entry, looked up, one chain of several): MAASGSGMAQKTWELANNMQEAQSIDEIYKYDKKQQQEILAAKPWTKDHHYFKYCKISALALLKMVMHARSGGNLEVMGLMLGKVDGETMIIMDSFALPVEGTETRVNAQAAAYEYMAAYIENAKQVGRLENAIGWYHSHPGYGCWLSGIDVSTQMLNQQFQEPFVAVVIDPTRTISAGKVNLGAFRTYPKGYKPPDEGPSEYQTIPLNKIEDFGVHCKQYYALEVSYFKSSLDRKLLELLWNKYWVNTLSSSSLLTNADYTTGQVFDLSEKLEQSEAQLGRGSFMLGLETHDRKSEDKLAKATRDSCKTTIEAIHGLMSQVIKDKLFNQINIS
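Assay system: Purified human Csn5 enzyme expressed in HEK293T cells | Amount: Enzyme 0.24 nM | Measured by: Fluorescence polarization readout | Medium: Tris/NaCl/DTT buffer, pH 7.5 | Compound dosing: One concentration, 12.5 µM, 0.25% DMSO | Times: 90 min incubation of compound, enzyme and substrate at room temperature | Control set: no-enzyme wells high, enzyme-with-substrate wells low | Read-out: % inhibition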
Rin1-Abl PPI inh: inhibitors of human Rin1-Abl protein interaction | P00519+Q13671 | TR-FRET Rin1/Abl binding, biochemical | inhibition, % at 7.35 µM | 360,000 tested, 0.4% active | AID 588664; in the data active = inhibition above about 5%, passing the limit was not always enough
Active calls of the source: *; i = inactive; . = not tested or not shown.

Preview:
SMILES	DNMT1 inh	Neddyl block	NadD inh	SUMO1 PPI mod	Rpn11 block	STEP block	Scp1 inh	LMPTP block	CSN deneddyl inh	Rin1-Abl PPI inh
CN(C(=O)COC(=O)c1cnc(Cl)c(Cl)c1)C1CCS(=O)(=O)C1 (stereo not drawn)	0	i	-5	3	i	5	-1	-0.5	-8	2
O=C(Nc1ccc2c(c1)OCO2)c1csc([C@H]2C[C@H](O)[C@@H](CO)O2)n1	0	i	-6	3	i	-3	.	0.1	-2	-1
Cc1ccc(S(=O)(=O)Nc2nsc(N)n2)cc1	4	i	0	-2	i	-4	-2	-0.8	2	-3
CCC(C(=O)OCCOCCN(CC)CC)c1ccccc1 (stereo not drawn)	7	i	-4	2	i	1	-11	-1.3	3	1
Cc1cc(C)cc(OC(C)C(=O)Nc2ccccc2C(=O)NCc2cccnc2)c1 (stereo not drawn)	1	i	1	-3	i	-2	-8	0.8	-3	1
O=C(CC1C(=O)NCCN1Cc1cccc(Oc2ccccc2)c1)NCCc1cscn1 (stereo not drawn)	-11	i	5	1	i	1	-7	-1.3	-5	0
Cc1ccc(NC(=O)c2ccccc2F)c(NC(=O)c2ccccc2F)c1	0	i	-9	5	i	0	-6	0.0	1	-1
CCOC(=O)c1sc(-c2ccccc2)cc1NC(=O)Nc1ccccc1	-14	i	-4	0	i	-2	-8	4.0	3	-5
O=C(C1CCCN(S(=O)(=O)c2cccc3nsnc23)C1)N1CCCCCC1 (stereo not drawn)	0	i	-2	-22	i	-3	-6	0.9	4	1
CCN1CCN(c2ccc(S(=O)(=O)N3CCOCC3)cc2NC(=O)c2ccc(OCC(C)C)cc2)CC1	-10	i	-5	-1	i	2	-2	0.1	-4	0
CC(C)CNc1ncnc2c1sc1nc(N3CCOCC3)c3c(c12)CC(C)(C)OC3	-4	i	-13	-1	i	-6	0	-1.2	-5	-1

This part in full, repeating the preview:
SMILES	DNMT1 inh	Neddyl block	NadD inh	SUMO1 PPI mod	Rpn11 block	STEP block	Scp1 inh	LMPTP block	CSN deneddyl inh	Rin1-Abl PPI inh
CN(C(=O)COC(=O)c1cnc(Cl)c(Cl)c1)C1CCS(=O)(=O)C1 (stereo not drawn)	0	i	-5	3	i	5	-1	-0.5	-8	2
O=C(Nc1ccc2c(c1)OCO2)c1csc([C@H]2C[C@H](O)[C@@H](CO)O2)n1	0	i	-6	3	i	-3	.	0.1	-2	-1
Cc1ccc(S(=O)(=O)Nc2nsc(N)n2)cc1	4	i	0	-2	i	-4	-2	-0.8	2	-3
CCC(C(=O)OCCOCCN(CC)CC)c1ccccc1 (stereo not drawn)	7	i	-4	2	i	1	-11	-1.3	3	1
Cc1cc(C)cc(OC(C)C(=O)Nc2ccccc2C(=O)NCc2cccnc2)c1 (stereo not drawn)	1	i	1	-3	i	-2	-8	0.8	-3	1
O=C(CC1C(=O)NCCN1Cc1cccc(Oc2ccccc2)c1)NCCc1cscn1 (stereo not drawn)	-11	i	5	1	i	1	-7	-1.3	-5	0
Cc1ccc(NC(=O)c2ccccc2F)c(NC(=O)c2ccccc2F)c1	0	i	-9	5	i	0	-6	0.0	1	-1
CCOC(=O)c1sc(-c2ccccc2)cc1NC(=O)Nc1ccccc1	-14	i	-4	0	i	-2	-8	4.0	3	-5
O=C(C1CCCN(S(=O)(=O)c2cccc3nsnc23)C1)N1CCCCCC1 (stereo not drawn)	0	i	-2	-22	i	-3	-6	0.9	4	1
CCN1CCN(c2ccc(S(=O)(=O)N3CCOCC3)cc2NC(=O)c2ccc(OCC(C)C)cc2)CC1	-10	i	-5	-1	i	2	-2	0.1	-4	0
CC(C)CNc1ncnc2c1sc1nc(N3CCOCC3)c3c(c12)CC(C)(C)OC3	-4	i	-13	-1	i	-6	0	-1.2	-5	-1
COc1ccc(N2CCN(S(=O)(=O)Cc3ccccc3)CC2)cc1	7	i	8	2	i	0	-4	4.7	2	-2
C1=C(c2ccc(-c3ccccc3)cc2)Nc2ncnn2C1c1ccco1 (stereo not drawn)	25	i	30	-23	i	-16	0	-0.4	-78	-4
CCOC(=O)N1CCC(NC(=O)CCc2c(C)nc3nc(C)nn3c2C)CC1	2	i	-1	-2	i	-2	-4	0.0	1	2
COCCN(C(=O)CNC(=O)c1cccs1)C(C(=O)NC1CCCC1)c1cccs1 (stereo not drawn)	5	i	3	-2	i	-1	-12	-1.0	4	2

Single records, as listed above:
CCN1CCN(c2ccc(S(=O)(=O)N3CCOCC3)cc2NC(=O)c2ccc(OCC(C)C)cc2)CC1 as listed: DNMT1 inh: -10; Neddyl block: i; NadD inh: -5; SUMO1 PPI mod: -1; Rpn11 block: i; STEP block: 2; Scp1 inh: -2; LMPTP block: 0.1; CSN deneddyl inh: -4; Rin1-Abl PPI inh: 0
Cc1ccc(S(=O)(=O)Nc2nsc(N)n2)cc1 as listed: DNMT1 inh: 4; Neddyl block: i; NadD inh: 0; SUMO1 PPI mod: -2; Rpn11 block: i; STEP block: -4; Scp1 inh: -2; LMPTP block: -0.8; CSN deneddyl inh: 2; Rin1-Abl PPI inh: -3

Continuation.
SMILES	DNMT1 inh	Neddyl block	NadD inh	SUMO1 PPI mod	Rpn11 block	STEP block	Scp1 inh	LMPTP block	CSN deneddyl inh	Rin1-Abl PPI inh
O=C(NCCN1C(=O)S/C(=C\c2cccnc2)C1=O)C1CC(=O)N(Cc2ccco2)C1 (stereo not drawn)	-1	i	2	-19	i	-2	0	-1.4	-3	1
O=C(COC(=O)c1ccc(F)cc1)NCC1CCCCC1	-6	i	3	0	i	-2	2	-0.1	-2	5
COc1ccc(CCNC(=O)Cn2nnc3ccccc3c2=O)cc1	4	i	-3	-4	i	3	-3	-0.1	-9	-1
CCCCN1C(=O)C(CC(=O)NCCCN(C)C)CC(C(=O)N2CCCCCC2)=C1C (stereo not drawn)	.	i	-1	-1	.	.	.	-2.4	0	.
Cc1cccc(C(=O)NNC(=O)CCn2nnc3ccccc32)c1	-1	i	2	-1	i	2	-5	0.4	-16	4
COc1ccc(-c2nc(CS(=O)CC(=O)NC3CCCCC3)c(C)o2)cc1 (stereo not drawn)	-1	i	3	1	i	-1	-3	-0.2	1	2
Cc1ccc(OCc2cc(C(=O)NC(C)Cc3cccc(C)n3)no2)cn1 (stereo not drawn)	2	i	-6	0	i	-3	-4	-0.8	1	0
Cc1noc(C)c1COC(=O)c1ccccc1NC(=O)Cc1ccccc1	1	i	0	2	i	-3	-13	-0.9	-4	3
CC(C)C[C@@H]1Cc2[nH]c(=S)[nH]c(=O)c2[C@H](CCc2ccccc2)O1	.	i	1	2	.	.	.	1.8	2	.
CCOCC(=O)Nc1ccc(Br)c(C)c1	-1	i	-1	2	i	0	-1	5.9	-6	4
NS(=O)(=O)c1cc(C(=O)N2CCNC(=O)C2)ccc1Cl	2	i	-1	-2	i	3	-11	-2.9	-3	-1
COCCNC(=O)Cc1ccc(F)cc1	2	i	-7	-1	i	-3	-8	-0.1	-2	-2
CC1(C(=O)NCC2CC2)Cc2c(-c3cccc(C(F)(F)F)c3)ccnc2O1 (stereo not drawn)	0	i	0	5	i	0	.	0.0	-4	4
CCOC(=O)N1CCN(c2ccc(C(C)=O)cc2F)CC1C (stereo not drawn)	1	i	-1	2	i	1	-6	-1.3	0	0
COc1cccc(-n2cnc(=O)c3cccnc32)c1	3	i	-2	1	i	-2	3	-1.1	-4	0

(more compounds)
SMILES	DNMT1 inh	Neddyl block	NadD inh	SUMO1 PPI mod	Rpn11 block	STEP block	Scp1 inh	LMPTP block	CSN deneddyl inh	Rin1-Abl PPI inh
O=C(c1cn(Cc2ccccc2)nc1-c1cccnc1)N1CCN(Cc2ccccc2)CC1	-4	i	-3	-2	i	-1	-6	-1.5	0	0
COc1ccc(NC(=O)c2cccc(S(=O)(=O)N3CCN(c4ccccc4)CC3)c2)c(OC)c1	-9	i	3	5	i	0	0	2.0	1	-1
CCn1cnc2c(cnn2-c2ccccc2)c1=O	3	i	-2	9	i	0	3	0.1	0	-5
COc1ccc(CNC(=O)C/C(C)=N/NC(=O)c2ccccc2OC)cc1	-1	i	-3	3	i	-2	1	-2.6	5	-2
CN(C(=O)COC(=O)c1ccccc1OCc1ccc(Cl)cc1)c1c(N)n(Cc2ccccc2)c(=O)[nH]c1=O	20	i	6	-1	i	2	-7	1.9	-3	0
O=C(CSCC(=O)NCc1ccco1)NCc1ccco1	0	i	1	-2	i	2	-1	-0.6	1	1
FC(F)(F)c1nnc(-c2ccccc2)nc1Sc1ccc(Cl)cc1	2	i	33*	-6	i	2	-20	0.7	-1	2
Cn1cnc([N+](=O)[O-])c1Sc1nc(N)nc2c1ncn2C1CC(O)C(CO)O1 (stereo not drawn)	7	i	-1	-16	i	4	-3	-0.9	-3	4
CC(=O)c1cccc(NC(=O)Cn2cnc(S(=O)(=O)N3CCc4ccccc43)c2)c1	0	i	-4	7	i	2	4	-0.2	1	5
Cc1cccc(NC2SC(=O)NC2=O)c1 (stereo not drawn)	1	i	-2	-4	i	-4	-9	-1.8	5	0
Cc1ccc(Cn2c(C(CO)Nc3nc(-c4ccc(Cl)c([N+](=O)[O-])c4)cs3)nc3ccccc32)cc1 (stereo not drawn)	-35	i	51*	-8	i	0	6	2.5	0	0
CCCC(=O)N1CCN(c2nc3ccc(Br)cc3s2)CC1	2	i	-1	-3	i	2	-9	0.0	-8	0
CN(CCc1cn[nH]c1)C(=O)CC1C(=O)NCCN1Cc1ccccc1C(F)(F)F (stereo not drawn)	-2	i	5	2	i	-3	-6	-0.5	0	4
COc1ccc(CN2CC(=O)N(c3cccc(Cl)c3)C2=S)cc1OC	-4	i	-8	-6	i	-1	-12	-0.5	4	-3
CN(C)S(=O)(=O)c1ccc(C(=O)Oc2coc(CSc3ncccn3)cc2=O)cc1	2	i	-5	-3	i	0	1	0.1	-4	-2

New compounds follow.
SMILES	DNMT1 inh	Neddyl block	NadD inh	SUMO1 PPI mod	Rpn11 block	STEP block	Scp1 inh	LMPTP block	CSN deneddyl inh	Rin1-Abl PPI inh
CC(C(=O)Nc1ccc(C#N)cc1)N(C)CC(=O)Nc1ccccc1Br (stereo not drawn)	3	i	-5	3	i	-2	-12	-1.1	3	-2
CC1(C)CC(=O)C(CC(=O)Nc2ccc(S(N)(=O)=O)cc2)=C(O)C1	3	i	-1	0	i	3	-2	-0.3	-4	-2
CC(=O)Nc1cc(C(=O)NCc2ccco2)ccc1Sc1ccc(Cl)cc1	-3	i	-1	0	i	0	-12	0.0	-10	-8
COC1OC(CO)C(N(C)C(C)=O)C1O (stereo not drawn)	6	i	0	9	i	-1	13	-0.4	5	-2
NCCCNc1ccc([N+](=O)[O-])cc1C(F)(F)F	3	i	-4	-19	i	2	-1	-0.1	-7	-1
COCCSc1ccccc1C(=O)Nc1ccccc1C#N	0	i	4	-3	i	0	-7	0.3	-6	5
COc1ccc(N/N=C(C)/C(=N/O)C(=O)Nc2ccccc2)cc1	-3	i	5	-11	i	-1	-5	-0.3	-6	5

An unsorted share of the library; overall some 3.8% were active at least once.
